Mito fusion act – qHTS Assay for Small Molecule Inhibitors of Mitochondrial Division or Activators of Mitochondrial Fusion; S. cerevisiae fusion-defective mutant growth rescue, CellTiterGlo 48 h; Potency, µM (titrated, usually from 46.1 µM), for inactives: top-dose growth rescue (activation), usual class: activators; 0.23% of 320,000 active;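 also: potency is read from the fitted curve at half-maximal effect; % of control where 0% means no effect; nearly all actives have a fitted effect of over 45% in size; temperature-sensitive fusion mutants such as fzo1-1 at 37 °C on non-fermentable ethanol glycerol medium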
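Temperature-sensitive fusion-defective S. cerevisiae (e.g. fzo1-1, mgm1-5) were grown with compound in YPEG medium (3% ethanol, 3% glycerol) for 48 hours at 37C. Growth rescue was measured as viability by CellTiterGlo luminescence after 10 minutes at ambient.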
AT treatment – qHTS Assay for Identifying a Potential Treatment of Ataxia-Telangiectasia. […] A-T fibroblasts, KAP-1 phosphorylation AlphaLISA; neocarzinostatin DNA damage 30 min before lysis. Potency, µM (doses to about 57.5 µM), for the others: top-dose activation, hits mostly activators. 0.19% of 320,000 active; also: potency is read from the fitted curve at half-maximal effect; % of control where 0% means no effect; nearly all actives have a fitted effect of over 45% in size
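hTERT-immortalized A-T patient fibroblasts ([…]), 500 cells/well in OPTI-MEM, 1% FBS, got compounds for 60 min, then NCS for 30 min at 37C. Lysates were then assayed for phospho-KAP-1 by AlphaLISA (anti-pKAP1 donor, anti-KAP1 acceptor beads), 6 hr at 25C.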
TSHR antagonist – Antagonists of the Thyroid Stimulating Hormone Receptor: HTS campaign; activity change, negative = inhibition, % at 11.5 µM; Thyrotropin receptor (Homo sapiens), P16473; 0.2% of 330,000 active; TSHR-expressing cells, TSH-stimulated cAMP HTRF, 2 h; active compounds read low;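 active = activity change below a set negative limit, meaning inhibition stronger than a set level, cut at about -70% in these data; inconclusive = activity change between two set negative limits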; also: % is scaled to controls: 0 for no effect and ±100 for the full control effect
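Freshly harvested TSHR cells receive pin-tooled compound, then EC80 TSH at 4nM final. After 2 hours at 37 deg C, antibody in lysis buffer and cAMP-d2 are added; 30 minutes at ambient temperature precede the HTRF read.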
Eya2 inh – qHTS Assay for Inhibitors of the Phosphatase Activity of Eya2. Protein phosphatase EYA2 (Homo sapiens), O00167. recombinant Eya2, OMFP fluorescence dephosphorylation (OMFP is methylfluorescein phosphate). Potency, µM (titrated, usually from 76.9 µM), for the others: at the highest dose activity, negative = inhibition, most hits filed as inhibitors. 0.006% of 330,000 active; also: potency is read from the fitted curve at half-maximal effect; % is scaled to controls: 0 for no effect and ±100 for the full control effect
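Eya2 (0.2 uM) preincubated 10 min at ambient with compound, then OMFP substrate added at 50 uM; 10 min reaction in 50 mM HEPES pH 7.5, 50 mM NaCl, 5 uM MgCl2, 0.05% BSA, 1 mM DTT. Fluorescence read at Ex 485/Em 525 nm.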
S-ASM inh – Inhibitors of Secretory Acid Sphingomyelinase (S-ASM): qHTS; Sphingomyelin phosphodiesterase (Homo sapiens), P17405; placental ASM, HMU-PC fluorogenic substrate, 60 min; Potency, µM (series often up to 57.5 µM), without a hit: at the top dose activity change, negative = inhibition, hits mostly inhibitors; 0.006% of 340,000 active; AID 504937, 2011; also: potency is read from the fitted curve at half-maximal effect
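Human placenta-derived ASM enzyme was preincubated with compound for 10 minutes at room temperature, then given fluorogenic substrate HMU-PC0 (9 uM final) for 60 minutes at 37 °C; a pH 10 stop preceded fluorescence reading at Ex 386/Em 447 nm.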
Tb PFK block – qHTS Assay to Find Inhibitors of T. brucei phosphofructokinase. ATP-dependent 6-phosphofructokinase (Trypanosoma brucei brucei), O15648. T. brucei PFK, ADP-Glo luminescence. Potency, µM (series often up to 57.5 µM), for inactives: at the highest dose activity, negative = inhibition, most hits filed as inhibitors. 0.17% of 330,000 active. AID 485367, 2010;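 also: potency is read from the fitted curve at half-maximal effect; 0% = uninhibited 1x PFK enzyme wells and -100% = no-enzyme wells; nearly all actives have a fitted effect of over 60% in size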
Target sequence (O15648 whole entry, looked up): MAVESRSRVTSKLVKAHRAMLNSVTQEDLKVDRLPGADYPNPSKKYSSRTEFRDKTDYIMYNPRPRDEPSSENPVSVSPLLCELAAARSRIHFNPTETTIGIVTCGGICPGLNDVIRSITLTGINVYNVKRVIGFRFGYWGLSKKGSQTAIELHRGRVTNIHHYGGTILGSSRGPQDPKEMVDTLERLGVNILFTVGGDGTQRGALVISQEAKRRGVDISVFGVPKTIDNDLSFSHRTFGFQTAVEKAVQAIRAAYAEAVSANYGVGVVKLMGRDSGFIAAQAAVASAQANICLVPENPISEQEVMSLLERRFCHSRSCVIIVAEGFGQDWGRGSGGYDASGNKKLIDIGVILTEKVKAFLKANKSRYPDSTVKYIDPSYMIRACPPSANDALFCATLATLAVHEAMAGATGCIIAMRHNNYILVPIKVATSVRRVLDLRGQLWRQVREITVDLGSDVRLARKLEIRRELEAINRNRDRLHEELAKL
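Activity is normalized to no-enzyme wells (full inhibition) and 1.25 nM enzyme wells (no inhibition). Reaction: 0.5 mM F6P, 0.1 mM ATP, 45 min RT, ADP-Glo luminescence; concentration-response curves fitted and classed by quality.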
Integrin act MD – qHTS for Activators of Integrin-Mediated Alleviation for Muscular Dystrophy | alpha7betagal myoblasts, beta-gal FDG fluorescence, 48 h | Potency, µM (highest dose often 38.3 µM), inactives show top-dose activation, hits mostly activators | 0.064% of 350,000 active | AID 624291, 2012;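 also: potency is read from the fitted curve at half-maximal effect; 100% = response of the positive control SU9516; nearly all actives have a fitted effect of over 60% in size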
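alpha7betagal+/- myoblasts (passage 13, 250/well) treated 48 h at 37C with compounds at 1:260 dilution of DMSO stock. Lysed, then beta-galactosidase activity read as FDG fluorescence (ex 480/em 540) after 30 min, with pre-read for autofluorescence.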
TCR act – Activators of T cell receptors: qHTS campaign | 330,000 tested, under 10 active | primary human leukocytes, anti-CD3, IL-2 HTRF, 48 h | Potency, µM (series often up to 9.22 µM), inactives show at the highest dose activation of IL-2 secretion, usual class: activators; also: % of control where 0% means no effect
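IL-2 release read by HTRF sandwich (Eu cryptate donor, d2 acceptor, 665 nm emission) after 48 hr exposure of primary human leukocytes to compound together with anti-CD3 beads in the absence of co-stimulatory signals.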
PTAP TSG101 blk – qHTS Assay for Iinhibitors of HIV-1 Budding by Blocking the Interaction of PTAP/TSG101 | AID 493005, 2010 | Tumor susceptibility gene 101 protein (Homo sapiens), Q99816 | 340,000 tested, under 10 active | Potency, µM (doses to about 115 µM), for inactives: at the top dose activity change, negative = inhibition, actives largely listed as inhibitors | Fluorescence polarization, FITC-PTAP peptide / Tsg101 binding; active = well fitted inhibition curve with a large enough effect in the main read-out, with a control signal flat, not every such curve was filed as active; inconclusive = small, poorly fitted or top-dose-only effect, or effect the other way, or a change in a side signal; inactive = no such curve, though single readings can be large or run the other way; also: potency is read from the fitted curve at half-maximal effect; % of control where 0% means no effect
Target sequence (Q99816 whole entry, looked up): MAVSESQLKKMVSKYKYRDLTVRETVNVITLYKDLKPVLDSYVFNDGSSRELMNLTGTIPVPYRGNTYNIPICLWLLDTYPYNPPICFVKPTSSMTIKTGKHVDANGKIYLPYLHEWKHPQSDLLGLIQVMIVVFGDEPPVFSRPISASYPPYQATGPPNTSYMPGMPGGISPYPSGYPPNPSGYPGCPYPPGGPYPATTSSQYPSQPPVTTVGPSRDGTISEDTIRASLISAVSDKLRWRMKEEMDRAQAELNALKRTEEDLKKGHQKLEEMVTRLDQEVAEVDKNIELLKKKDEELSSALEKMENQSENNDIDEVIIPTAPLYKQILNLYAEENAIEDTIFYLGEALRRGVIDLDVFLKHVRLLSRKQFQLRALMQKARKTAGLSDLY
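Steps: Tsg101 binding domain dispensed (10 uM final), compounds pinned in DMSO, FITC-labeled PTAP-motif peptide added (50 nM final); after 20 min binding at room temperature, polarization measured.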
Chronic BCR inh – qHTS Assay to Find Inhibitors of Chronic Active B-Cell Receptor Signaling. ABC-DLBCL IkBa-CBG/CBR reporter, luminescence ratio, 4 h. Potency, µM (top dose mostly 46.1 µM), for inactives: at the top dose ratio change, negative = lower green/red ratio, usual class: inhibitors. 0.05% of 340,000 active. AID 493014, 2011; active = well fitted inhibition curve with a large enough effect in the signal ratio, with a control signal flat, not every such curve was filed as active; inconclusive = small, poorly fitted or top-dose-only effect, or effect the other way, or a change in a side signal; the % refers to the signal ratio;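 also: potency is read from the fitted curve at half-maximal effect; plate controls were basal doxycycline-induced cells for no effect and cells given 10 µM MG132 for full effect; MG132 reads +100%, hits lower the ratio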
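Compounds up to 46 uM were incubated four hours with TMD8 cells whose green CBG68 luciferase is fused to IkappaBalpha; red CBR luminescence normalised the signal, and concentration-effect curves were fitted to fusion, red and ratio data.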
ELG1 DNA repair – qHTS screen for small molecules that inhibit ELG1-dependent DNA repair in human embryonic kidney (HEK293T) cells expressing luciferase-tagged ELG1 | AID 504467, 2011 | HEK293T ELG1-luciferase reporter, luminescence, 16 h; DNA damage induced by 5-fluorouridine | Potency, µM (doses to about 46.1 µM), inactives show top-dose activity change, negative = inhibition, usual class: inhibitors | 2.3% of 330,000 active; also: potency is read from the fitted curve at half-maximal effect; % is scaled to controls: 0 for no effect and ±100 for the full control effect; nearly all actives have a fitted effect of over 55% in size
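Cells (2,000 per well) received 5-fluorouridine plus test compound or DMSO and were incubated 16 hr at 37 °C, 5% CO2. Luciferase activity was read by luminescence 30 min after ONE-Glo addition; signal suppression marked inhibition of damage-induced ELG1 function.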
Numbers without * were called inactive; ? = inconclusive; nt = not tested or not shown; [ ] = dose if it differs, or a comment. Unless noted, calls follow the shape of the dose curve; as a rule, active = well fitted curve in the direction sought with a large enough effect; inconclusive = small, poorly fitted or top-dose-only effect, or another doubt; inactive = no such curve, though single readings can be large; an effect the other way counts as inactive or inconclusive.

SMILES | Mito fusion act | AT treatment | TSHR antagonist | Eya2 inh | S-ASM inh | Tb PFK block | Integrin act MD | TCR act | PTAP TSG101 blk | Chronic BCR inh | ELG1 DNA repair
O=C(CCNC(=O)c1ccccc1Cl)Nc1nc2ccc(F)cc2s1 | -1% | -3% | -17 | ? | 3% | 1% | 7% | 3% | -1% | ? | ?
Cn1c(SCC(=O)NCc2ccccc2)nc2ccccc21 | -2% | 1% | 7 | -6% | -1% | -1% | 38% | -7% | -3% | -5% | 0%
O=C(NCCC1CCCCN1S(=O)(=O)c1ccccc1)C(=O)NCC1CCCO1 (centres undefined) | -4% | 5% | 1 | -16% | 1% | 13% | 20% | -4% | -2% | 6% | 2%
O=C(Nc1ccccc1N1CCCC1)c1ccc(Br)o1 | 22% | -7% | -3 | -2% | 1% | -5% | 8% | 5% | -2% | 0% | 6%
COc1cc2[nH]c3c(=O)n4c(nc3c2cc1OC)SCCC4 | 12% | -4% | 7 | -7% | -5% | 4% | -30% | -1% | -4% | ? | ?
CCOC(=O)/C=C/CN(C(=O)OC(C)(C)C)S(=O)(=O)N1CC=CC1 | -11% | -14% | -3 | -10% | 1% | -1% | 6% | -2% | 1% | ? | 2%
CN(CC(=O)Nc1cccc(S(=O)(=O)N2CCCC2)c1)Cc1ccccc1 | nt | 1% | 0 | -1% | -2% | 3% | 15% | -4% | -5% | 2% | 0%
Brc1ccc(-c2csc(N/N=C/c3ccco3)n2)cc1 | -1% | 0% | -10 | -4% | 6% | 3% | 12% | 5% | -4% | 18% | ?
CC(=O)c1ccc(S(=O)(=O)N(C)CCCC(=O)N(C)Cc2ccccc2F)cc1 | 1% | 0% | -6 | 5% | 0% | -3% | 3% | -11% | -5% | ? | -17%
O=C(NCc1ccco1)c1ccc(CS(=O)(=O)Cc2ccc(F)cc2)o1 | -2% | 7% | -5 | -8% | 3% | -7% | -31% | 3% | -8% | -6% | 15%
C=CCN(C(=O)CNC(=O)c1ccco1)C(C(=O)NC1CCCCC1)c1ccccc1F (centres undefined) | 6% | -8% | -4 | -3% | 2% | -3% | -21% | -5% | -7% | -4% | -3%
O=C(CSc1n[nH]c(-c2ccccc2O)n1)N1CCOCC1 | 19% | -3% | 9 | -3% | -3% | -16% | 0% | 8% | 1% | ? | ?
Cc1ccc(S(=O)(=O)c2c(N)n(CCN3CCOCC3)c3nc4ccccc4nc23)cc1C | -3% | 23% | 39 | 25% | nt | 1% | ? | 4% | -4% | 1% | ?
CCOC(=O)c1[nH]c2ccccc2c1NC(=O)CN1CCCCC1 | -2% | 2% | -2 | 17% | -1% | -6% | -1% | -1% | 0% | 0% | -3%
Cc1ccc(S(=O)(=O)NCc2c(-c3ccccc3)c3cc(Cl)ccc3[nH]c2=O)cc1 | -3% | -1% | 25 | -1% | 1% | -1% | 15% | 2% | 1% | 1% | 1%
Cc1ccc(-c2nc(N)sc2C)cc1 | -2% | 5% | 4 | 7% | 1% | -3% | 0% | 1% | -1% | 5% | ?
CC(C)NC(=O)c1ccccc1NC(=O)c1ccccc1N(C)S(C)(=O)=O | -2% | -3% | 4 | -5% | 1% | 8% | 19% | 1% | -3% | 5% | 1%
CCOC(=O)c1sc(NC(=O)C(C)C)c(C#N)c1C | 2% | 1% | 3 | -1% | 7% | 0% | 36% | 2% | 1% | -25% | 18%
CCCNC(=O)CSc1nccn1Cc1ccc(OC)cc1 | 28% | -3% | 2 | 6% | 0% | 0% | -6% | 0% | 0% | 2% | ?
CCCNC(=O)NC(=O)CN1C(=O)NC(C)(c2ccc(C)cc2)C1=O (centres undefined) | 0% | 6% | 6 | 10% | 4% | -5% | -23%[7.66 µM] | 2% | -3% | -2% | 2%
C/C(Cc1ccccc1)=N\NC(=O)CNC(=O)c1ccc(F)cc1 | -8% | 1% | 16 | -2% | 5% | 1% | ? | 0% | -2% | -8% | ?
COc1ccc(NC(=O)C2CCCN(S(=O)(=O)c3ccc(-n4cnnn4)cc3)C2)cc1 (centres undefined) | 1% | 4% | 3 | 2% | -1% | -1% | -25% | 4% | -3% | -2% | ?
CCOC(=O)C1=C(C)Nc2nnnn2C1c1c[nH]c2ccccc12 (centres undefined) | -6% | 45% | 17 | 6% | nt | -1% | nt | nt | nt | -12% | -7%
Cc1ccc(C(=O)C2=C(O)C(=O)N(c3ncccn3)C2c2ccc(Cl)cc2)o1 (centres undefined) | -8% | 0% | 1 | -1% | 3% | -6% | 3% | -7%[46.1 µM] | -4% | 6% | 4%
O=C(OCC(=O)N1CCN(C(=O)c2ccco2)CC1)c1cncc(Br)c1 | -1% | 6% | -27 | 3% | 3% | -24% | -16% | -6% | -1% | 23% | 3%
N#CC1=C(N)N(c2ncn[nH]2)C2=C(C(=O)CCC2)C1c1ccccc1 (centres undefined) | 6% | -8% | 2 | 7% | 1% | -1% | -15% | 1% | -2% | -1% | 8%
CCC(NC(=O)CC[C@H]1O[C@@H](n2cc(C)c(=O)[nH]c2=O)C[C@@H]1O)c1ccccc1 (some centres undefined) | nt | 3% | 1 | 2% | 3% | -1% | 2% | 7%[46.1 µM] | -1% | -1% | ?
Cc1cc(C)c(C#N)c(N2CCN(Cc3ccc4c(c3)OCO4)CC2)n1 | 2% | 0% | 6 | -3% | -1% | 2% | 11% | -6% | -7% | ? | ?
Fc1ccc(Cn2nnc(-c3ccc(Cl)cc3)n2)cc1 | -4% | 6% | -18 | -15% | -3% | -9% | 7% | 3% | 0% | ? | ?
CCOCCCNCC(=O)Nc1cc(S(=O)(=O)N2CCOCC2)ccc1N1CCOCC1 | nt | 6% | 0 | -3% | 2% | 8% | -11% | 0% | -1% | 0% | 9%
O=C(c1cc([N+](=O)[O-])ccc1Cl)N1CCN(c2ccc([N+](=O)[O-])cc2)CC1 | 5% | 12% | 4 | -10% | -10% | -2% | -30% | 7%[46.1 µM] | -1% | 7% | ?
CCCCNC(=O)Cn1cnc2sc(C)c(S(=O)(=O)N3CCN(c4ccccc4OC)CC3)c2c1=O | -2% | 7% | -2 | -5% | -21% | 5% | -27% | 1% | -5% | 6% | 4%
CCC1CCCCN1CCCNC(=O)c1ccc2c(c1)NC(=O)CN2C (centres undefined) | -1% | -1% | 23 | -2% | 12% | 1% | 4% | 6% | -1% | 0% | 9%
c1ccc(-n2nnnc2Oc2ccc(-c3nnco3)cc2)cc1 | -3% | 4% | -5 | -12% | -1% | 4% | -8% | 5% | -2% | 2% | 2%
CCn1cc(C(=O)NC2CCCc3c2cnn3-c2cccc(C)c2C)cn1 (centres undefined) | 7% | 8% | -26 | 4% | nt | -4% | nt | nt | nt | ? | ?
CCn1cc([N+](=O)[O-])c(C(=O)Nc2nc(-c3ccc(C)c(C)c3)c(C)s2)n1 | -2% | 5% | -7 | 9% | 4% | 0% | -14% | nt | -4% | ? | -4%

Assay outcomes: PubChem BioAssay, National Center for Advancing Translational Sciences (NCATS)
